RAD52 inh – RAD52 DNA annealing inhibitors, primary screen, biochemical, FRET, single point, set 2 | recombinant RAD52 DNA annealing, FRET fluorescence | 0.46% of 360,000 active | DNA repair protein RAD52 homolog (Homo sapiens), P43351 | inhibition, % at 18.7 µM | AID 651710, 2012;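 active means every replicate showing at least 50% inhibition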
esBAF inh – Bmi1 luciferase reporter increase in mESCs, primary screen, esBAF inhibitor project, mouse ES cells, Bmi1 luciferase knock-in, single point | 24 h; 100% = twice the neutral-well signal | reporter increase, % at 12.5 µM | 2% of 350,000 active | AID 602393, 2012; in the data active means activation above about 40%;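 further: 0% = median of the plate's neutral control wells and 100% = double that signal; a rise in the Bmi1 reporter signal indicates esBAF inhibition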
E-selectin induc – E-selectin induction in HUVECs, primary screen, imaging, HUVEC, immunofluorescence imaging, single point; normalized: neutral wells 0, TNF-alpha wells 100; activation, % at 7.58 µM; 0.37% of 260,000 active;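 active means mean E-selectin-positive cell signal at least 10% of the positive control, reached in at least 60% of replicates, without over 20% cell loss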;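 further: in these data hits start at about 27%; measured in HUVEC primary endothelial cells; signal is the percent of cells scored E-selectin positive by PE staining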
Target sequence (P16581 whole entry, looked up): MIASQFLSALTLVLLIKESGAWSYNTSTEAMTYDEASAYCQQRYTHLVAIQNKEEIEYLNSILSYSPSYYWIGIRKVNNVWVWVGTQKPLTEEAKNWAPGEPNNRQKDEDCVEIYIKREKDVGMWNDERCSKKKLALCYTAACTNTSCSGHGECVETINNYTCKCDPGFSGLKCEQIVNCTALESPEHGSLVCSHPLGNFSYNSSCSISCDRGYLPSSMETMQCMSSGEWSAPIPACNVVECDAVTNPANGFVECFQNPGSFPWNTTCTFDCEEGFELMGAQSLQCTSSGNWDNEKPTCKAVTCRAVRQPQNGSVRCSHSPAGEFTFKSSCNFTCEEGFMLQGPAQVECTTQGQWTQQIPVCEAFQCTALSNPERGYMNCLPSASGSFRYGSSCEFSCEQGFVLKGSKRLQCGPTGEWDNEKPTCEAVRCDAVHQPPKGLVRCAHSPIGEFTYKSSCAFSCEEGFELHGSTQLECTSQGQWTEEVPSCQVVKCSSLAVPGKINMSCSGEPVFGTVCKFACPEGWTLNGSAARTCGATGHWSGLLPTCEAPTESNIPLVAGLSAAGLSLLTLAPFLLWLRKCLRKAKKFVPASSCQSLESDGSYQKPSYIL
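Read-out basis: % PE-positive cells; Test system: HUVEC primary endothelial cells; Technique: immunofluorescence imaging; Dosing: single-point compound dose.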
RAD54 inh – inhibitors of human RAD54 branch migration, primary screen, biochemical, fluorescence, single point | DNA repair and recombination protein RAD54-like (Homo sapiens), Q92698 | RAD54 Holliday junction branch migration, FAM/BHQ fluorescence | inhibition, % at 10.4 µM | 0.14% of 360,000 active | AID 602329, 2012;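 active means mean normalized replicate activity at least 40 and at least half of replicates scoring 40 or more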;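 further: 0% = median of neutral control wells and 100% = median of positive control wells; inhibitors cause a drop in the FAM fluorescence signal; in these data hits start at about 50%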
ERAP1 HTS inh – human ERAP1 aminopeptidase inhibitors, primary screen, biochemical, single point, plate reader; recombinant ERAP1, Leu-AMC fluorescence, 60 min; Endoplasmic reticulum aminopeptidase 1 (Homo sapiens), Q9NZ08; inhibition, % at 10.7 µM; 0.15% of 340,000 active;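 active means mean replicate inhibition of at least 30%, or all replicates individually reaching that 30% level; inactive means mean below 30% and not every replicate reaching it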;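 further: 0% = neutral control wells and 100% = L-leucinethiol positive control wells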
ERp5 inh – inhibitors of ERp5-driven insulin aggregation, primary screen, biochemical, turbidity, absorbance 650 nm, single point; Protein disulfide-isomerase A6 (Homo sapiens), Q15084; 90 min; inhibition, % at 9.99 µM; 0.05% of 350,000 active;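 active means mean replicate inhibition above about 25%, with every replicate also reaching it, limit read from the data, passing the limit was not always enough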
Xi reactivation – activators of inactive X chromosome reactivation, primary screen, imaging, XiGFP fibroblasts, GFP high-content imaging, set 2 | activation, % at 7.58 µM | XiGFP mouse fibroblasts, % GFP-positive cells imaging, 3 d; cells co-treated with 5-aza-dC sensitizer; scaled so ellipticine positive control = 100% | 0.055% of 360,000 active | AID 743238, 2013;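 active means mean normalized replicate activation at least 10% and every replicate at or above 10%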;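 further: 0% = median of on-plate neutral control wells and 100% = ellipticine 6 µM median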
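System: XiGFP fibroblasts, SV40-immortalized. Medium: DMEM plus 5-aza-dC sensitizer. Doses: single point. Timing: 3 d treatment, 15 min room-temperature fixation. Control set: ellipticine 6 µM.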
S100A4 inh HTS – inhibitors of S100A4-myosin IIA peptide binding, primary screen, biochemical, fluorescence polarization, TAMRA-MyoIIA peptide; AID 652163, 2013; inhibition, % at 10.7 µM; Protein S100-A4 (Homo sapiens), P26447; 0.14% of 360,000 active;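 active means mean inhibition of at least 70% across replicates, with every replicate also reaching that level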
Target sequence (P26447 whole entry, looked up): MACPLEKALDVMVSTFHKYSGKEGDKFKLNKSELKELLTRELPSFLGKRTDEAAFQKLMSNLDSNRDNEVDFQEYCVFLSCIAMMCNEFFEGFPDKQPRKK
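Test system – S100A4 monomer (human) · Compound – single-point compound testing · Schedule – 5 min incubation before reading · Probe or stimulus – TAMRA-labelled myosin IIA heavy-chain peptide probe, 5 nM · Benchmarks – neutral control DMSO, positive control TFP · Medium – Calcium-containing HEPES buffer, pH 7.2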
The depositor's hits bear a star; x = not tested or not shown.

SMILES	RAD52 inh	esBAF inh	E-selectin induc	RAD54 inh	ERAP1 HTS inh	ERp5 inh	Xi reactivation	S100A4 inh HTS
CN1CCCC(OC(=O)c2ccc(C(C)(C)C)cc2)C1 (centres undefined)	-4	3	x	-1	6	1	-0.1	16
C/C=C/c1ccc2c(c1)O[C@@H](CN(C)Cc1ccccc1)[C@@H](C)CN([C@H](C)CO)S2(=O)=O	-9	-4	0.2	-1	2	-4	-0.9	1
Cc1cc(Nc2ccc([N+](=O)[O-])cc2)nc2ccccc12	-6	x	x	x	13	0	0.1	3
C[C@H](CO)N1C[C@H](C)[C@@H](CN(C)Cc2ccc3c(c2)OCO3)Oc2ccc(NC(=O)Nc3ccc(C(F)(F)F)cc3)cc2C1=O	-12	1	0.4	2	0	6	0.1	-5
O=C(O)c1ccc(NC(=S)NC(=O)c2ccc(-c3ccc(Br)cc3)o2)cc1	-19	7	0.2	-26	-8	0	-0.1	4
C[C@@H]1CN([C@H](C)CO)C(=O)Cc2cc(NC(=O)CCCCCC(=O)Nc3ccccc3N)ccc2O[C@@H]1CN(C)S(C)(=O)=O	-3	1	17	-4	0	11	-0.1	1
CCOC(=O)C1CCN(C(=O)c2ccc3c(=O)n4nc(Nc5ccccc5OC)sc4nc3c2)CC1	-4	0	-0.2	2	0	-7	0.0	3
COc1ccc(-c2ccc3c(c2)[C@@H]2[C@@H](CCN2C(=O)NC(C)C)[C@H](CO)N3C)cc1	-12	4	0.1	-1	2	5	0.1	11
Cc1cccc(C(=O)NNC(=O)c2ccccc2C)c1	2	x	x	x	-1	-55	0.0	-2
COc1ccc(C2C(C(=O)c3ccco3)=C(O)C(=O)N2c2nnc(C)s2)cc1OC (centres undefined)	-54	-3	-0.1	-22	5	0	0.2	-1
CC(C)NC(=O)Nc1ccc2c(c1)C(=O)N([C@@H](C)CO)C[C@H](C)[C@H](CN(C)Cc1ccncc1)O2	-11	-3	x	-2	4	-4	0.2	2
COc1ccc(CC(=O)Nc2cc(C)ccn2)cc1OC	-10	11	0.0	-9	x	3	0.2	-3
COc1cc(OC)cc(C(=O)O/N=C(\N)c2ccncc2)c1	-5	x	x	-13	-2	4	-0.1	7
CCOc1cc(/C=N/NC(=O)C(=O)N2CCCC2)ccc1O	-19	21	x	x	8	0	0.0	-5
COc1ccc(-c2nc3c(Cl)cc(C(F)(F)F)cn3c2Cc2ccc(C)cc2)cc1OC	-35	-4	x	-4	x	5	0.0	4
COc1ccc(/C=C2\Sc3ccc(C(=O)NCC4CCCO4)cc3N(C)C2=O)cc1 (centres undefined)	-9	-3	x	3	3	1	0.1	-1
CC(C)C(OC(=O)c1nsc(Cl)c1Cl)C(=O)NCc1ccccc1 (centres undefined)	-12	-2	32*	-1	0	1	0.3	9
CCCc1ncc(C(O)(c2ccccc2)c2ccccc2)n1C	0	x	x	x	-3	2	0.2	-1
C[C@@H]1CN([C@@H](C)CO)C(=O)Cc2cc(NS(=O)(=O)c3ccc(F)cc3)ccc2O[C@@H]1CN(C)C(=O)Nc1cccc2ccccc12	4	-1	0.2	14	-1	-3	-1.1	20
CC(=O)Nc1ccc2c(c1)C(=O)N(C)[C@H]1CC[C@H](CC(=O)Nc3ccc(Cl)cc3)O[C@@H]1CO2	6	3	0.1	3	-1	1	0.3	0
C[C@@H]1CN([C@@H](C)CO)C(=O)c2cc(C3=CCCCC3)cnc2O[C@@H]1CN(C)C(=O)c1ccc(F)cc1	4	3	0.1	3	2	-4	0.1	6
CCc1[nH]nc(C(=O)N2CCCC(N3CCN(c4ccccc4C)CC3)C2)c1C (centres undefined)	-5	5	5.6	-5	-1	0	0.0	8
OCC[C@H]1C[C@@H](O)[C@H](O)[C@@]2(CCCc3ccccc3O2)O1	-17	-2	-0.1	2	-3	1	-0.2	1
FC(F)(F)c1ccccc1NC(=S)Nc1cccc2cnccc12	-25	x	2.4	x	-4	3	0.1	-1
COc1ccc(-c2noc(CCC(=O)NCCc3cccc(C)c3)n2)cc1	-19	0	-0.1	x	-1	3	0.1	4
COc1ccc(CN2C(=O)C(CC(=O)NCCc3ccccn3)CC(C(=O)N(C(C)C)C(C)C)=C2C)cc1 (centres undefined)	-16	-1	-3.0	-17	x	-8	0.2	-2
O=C(NC1=NCCS1)c1ccc(Cl)c(S(=O)(=O)N2CCCCCC2)c1	-5	x	x	x	7	1	0.0	-3
CO[C@@H]1CC[C@H]2CCN(C)C(=O)[C@H](C)[C@H](OC)CN(C)C(=O)c3cccc(C#N)c3OC[C@H]1O2	4	-2	0.1	-4	0	4	-0.1	8
COCCNC(=O)c1onc(CSc2ccccc2F)c1C(=O)O	-6	5	0.2	-14	-3	1	0.0	-2
Cc1nc([N+](=O)[O-])c(N2CCOCC2)n1Cc1ccccc1	-3	x	9.3	4	0	5	0.5	-2
O=C(NCCc1ccc(Cl)cc1)c1cccc(NC2=NC3CS(=O)(=O)CC3S2)c1 (centres undefined)	-3	1	4.5	10	4	-9	-0.1	-1
CN(C)CCCn1c(=S)[nH]c2sc3c(c2c1=O)CCCC3	97*	31	0.0	11	4	-4	0.2	-3
COc1ccc(C(=O)Nc2ccc(S(=O)(=O)N3CCOCC3)cc2)cc1[N+](=O)[O-]	-6	-1	0.0	-2	4	-17	0.1	6
Cc1cccc(C(O)c2ncc(-c3ccc4ccccc4c3)[nH]2)c1C (centres undefined)	-16	26	0.6	3	1	-2	0.1	0
CCNC(=S)Nc1ccc(C)c(Cl)c1	-5	x	x	x	3	1	0.1	1
O=C(Cc1c(O)c2ccccc2[nH]c1=O)NCc1cccc(F)c1	-10	9	x	-11	-7	0	x	0
O=C(CCN1C(=O)/C(=C/c2ccccc2Cl)SC1=S)NN1CCOCC1	-25	5	x	7	3	3	0.1	0
O=C(Nc1ccc(Cl)cc1)NN1CC(=O)N(c2cccc(C(F)(F)F)c2)CC1=O	0	x	-0.1	x	0	2	-0.1	-1
COc1cc(/C=C(\C#N)C(=O)N2CCCCC2)ccc1O	-9	11	0.8	8	6	-3	0.1	-7
COc1ccc(NC(=O)C2=NN(c3ccccc3)C(=O)CC2)cn1	-5	3	-1.0	1	0	4	-0.1	2
O=C(NCc1ccco1)c1cccc2c1C(=O)c1ccc(/C=C/c3ccccc3)cc1S2(=O)=O	-86	-2	0.6	-4	-3	4	6.9	-8
COc1ccccc1S(=O)(=O)N[C@H]1CC[C@@H](CC(=O)N2CCN(C)CC2)O[C@@H]1CO	2	-5	-0.6	-2	5	-1	-0.3	-1
CCOc1ccccc1OCC(=O)OCC(=O)Nc1ncc(Cl)cc1Cl	1	-5	x	0	-4	0	x	-3
O=C(CN1CCC(C(=O)O)CC1)Nc1ccccc1Oc1ccccc1	-11	x	0.2	-10	3	-4	0.0	0
CCOC(=O)c1ccc(N2C(=O)Cc3ccccc3C2=O)cc1	-17	-6	-0.1	-8	5	1	0.1	-3
Cc1ccc(C(O)Cn2nc(C)cc2C)cc1 (centres undefined)	-13	13	0.1	-8	-3	-4	-0.7	-2
C[C@@H]1CCCCO[C@@H](CN(C)Cc2ccc(C(F)(F)F)cc2)[C@@H](C)CN([C@H](C)CO)C(=O)c2cc(NC(=O)Nc3ccccc3)ccc2O1	x	-2	-0.2	7	x	x	0.2	x
C[C@H](CO)N1C[C@H](C)[C@H](CN(C)S(C)(=O)=O)Oc2cc(C#CC3CCCC3)ccc2S1(=O)=O	5	27	0.4	2	1	4	-0.5	-11
Cc1cc(C(=O)O)ccc1-n1c(C)cc(/C=C2\SC(=O)NC2=O)c1C	-11	2	x	-15	6	3	0.1	-11
Cc1ccccc1NC(=O)c1cccc(S(=O)(=O)N2CCCCC2)c1	-9	-4	x	3	1	1	0.0	-2

Complete entries, looked up by structure.
C[C@@H]1CCCCO[C@@H](CN(C)Cc2ccc(C(F)(F)F)cc2)[C@@H](C)CN([C@H](C)CO)C(=O)c2cc(NC(=O)Nc3ccccc3)ccc2O1 is listed with RAD52 inh: x; esBAF inh: -2; E-selectin induc: -0.2; RAD54 inh: 7; ERAP1 HTS inh: x; ERp5 inh: x; Xi reactivation: 0.2; S100A4 inh HTS: x
CO[C@@H]1CC[C@H]2CCN(C)C(=O)[C@H](C)[C@H](OC)CN(C)C(=O)c3cccc(C#N)c3OC[C@H]1O2 is listed with RAD52 inh: 4; esBAF inh: -2; E-selectin induc: 0.1; RAD54 inh: -4; ERAP1 HTS inh: 0; ERp5 inh: 4; Xi reactivation: -0.1; S100A4 inh HTS: 8
C[C@H](CO)N1C[C@H](C)[C@@H](CN(C)Cc2ccc3c(c2)OCO3)Oc2ccc(NC(=O)Nc3ccc(C(F)(F)F)cc3)cc2C1=O is listed with RAD52 inh: -12; esBAF inh: 1; E-selectin induc: 0.4; RAD54 inh: 2; ERAP1 HTS inh: 0; ERp5 inh: 6; Xi reactivation: 0.1; S100A4 inh HTS: -5

The results go on.
SMILES	RAD52 inh	esBAF inh	E-selectin induc	RAD54 inh	ERAP1 HTS inh	ERp5 inh	Xi reactivation	S100A4 inh HTS
NC(=O)CC(NC(=O)c1ccccc1)c1ccc(NC2CCC2)c([N+](=O)[O-])c1 (centres undefined)	-28	7	0.3	-10	x	0	0.0	-4
CSc1nc2nc3c(cc2c(=O)n1-c1ccccc1)COC(C)(C)C3	-16	0	2.4	x	1	2	0.0	15
Cc1ccc(C(=O)/C=C/c2ccc3c(c2)OCCO3)c(O)c1	-16	x	1.5	5	-1	16	-0.1	-6
COc1ccc(OC)c(NC(=O)C(=O)NNC(=O)C23CC4CC(CC(C4)C2)C3)c1	-12	x	2.1	-8	x	1	0.7	-5
CCN(c1ccc(OC)cc1)S(=O)(=O)c1nnc(NC(=O)COc2ccc(C)cc2)s1	-23	-3	x	-2	1	0	x	-19
COc1cccc(-c2ccc([C@@H]3[C@@H](C#N)N(C(=O)Cc4ccccc4)[C@H]3CO)cc2)c1	-59	-4	-0.4	6	2	-4	0.4	9
COc1cccc(CC2(CO)CCCN(Cc3ccccc3-c3ccco3)C2)c1 (centres undefined)	-112	x	x	x	3	-4	0.1	-12
Fc1ccc(-n2cnnn2)c(F)c1	-10	-3	x	5	4	5	x	1
Cc1ccc(-c2ccc(=O)n(CC(=O)Nc3ccc4c(c3)OCCO4)n2)cc1	-4	x	-0.1	x	-4	4	-0.1	2
Cc1ccc(S(=O)(=O)N2CCN(CCC#N)CC2)cc1	-10	x	-0.2	x	0	2	0.0	-1
COC(=O)c1cc(NS(=O)(=O)c2ccc(C)c3ccccc23)ccc1N1CCOCC1	-56	x	x	x	1	2	0.1	-1
COc1ccc(-c2nc3ccc(Cl)cn3c2CC(C)(C)C)cc1OC	-20	-2	-1.2	0	2	1	0.1	-1
C[C@@H]1CCCCO[C@@H](CN(C)C(=O)CCC(F)(F)F)[C@H](C)CN([C@H](C)CO)C(=O)c2cc(NC(=O)c3ccccc3)ccc2O1	13	2	-0.1	-1	-4	-1	0.0	-3
COCc1cn(CC[C@H]2CC[C@@H](NC(=O)CCN3CCCCC3)[C@H](CO)O2)nn1	-10	-2	-0.5	5	-7	4	-0.5	8
O=C1CCSC2=C1SCc1sccc12	-8	x	0.0	x	1	1	0.0	-4
COc1ccccc1C(=O)NNC(=O)C(=O)Nc1cccc(Cl)c1C	-2	-1	-0.1	-10	1	0	0.0	12
CCOc1ccc(CCNC(=O)C2CC(=O)N(CCc3ccccc3)C2)cc1OCC (centres undefined)	2	-6	1.6	-7	-6	0	0.1	-3
